Screening data as filed in PubChem.
Growth percent in the NCI-60 one-dose screen (48 h, 10 µM unless noted): 100 = growth as untreated, 0 = no growth, -100 = all killed.
SK-OV-3: SK-OV-3 ovarian cancer cells | hit rate 3.2% among 80,000 | AID 1794785
OVCAR-3: OVCAR-3 ovarian cancer; hit rate 7% among 79,000; AID 1794787
OVCAR-4: OVCAR-4 ovarian cancer cells. AID 1794784. hit rate 3.7% among 80,000
U251: U251 CNS tumor cells; hit rate 5.4% among 80,000
SF-295: SF-295 CNS cancer cells; hit rate 5.6% among 79,000
OVCAR-8: OVCAR-8 ovarian cancer. AID 1794782. hit rate 4.4% among 81,000
PC-3: PC-3 prostate cancer cells; hit rate 3.9% among 80,000
DU-145: DU-145 prostate cancer | hit rate 4.2% among 81,000 | AID 1794760
OVCAR-5: OVCAR-5 ovarian cancer | AID 1794783 | hit rate 2.9% among 82,000
* = called active by the depositor; · = no result given. The calls were made as follows: active = growth percent below 10; inactive = the rest.

Molecule,SK-OV-3,OVCAR-3,OVCAR-4,U251,SF-295,OVCAR-8,PC-3,DU-145,OVCAR-5
O=C(CCCOc1ccc(Cl)cc1Cl)OCCOc1ccc(Cl)cc1Cl,89.4,104.0,105.7,102.6,102.2,102.8,97.6,108.0,101.4
Cn1cc(-c2nc(-c3c[nH]c4ncccc34)cs2)c2cc(Br)ccc21,91.9,118.3,·,72.9,84.6,103.6,76.7,73.2,82.9
CC(C)(C#N)OC(=O)Nc1c(Cl)cccc1Cl,108.1,103.4,101.6,106.9,103.9,106.8,102.6,106.8,113.3
CCOC(=O)/C(C#N)=C/c1cccc(C)c1,100.9,105.6,103.7,98.2,97.9,103.0,·,106.8,96.1
COc1ccc(-c2cc(-c3cccnc3)nc3sc4c(N)c(C(C)=O)c(-c5ccccc5)nc4c23)cc1OC,110.2,82.4,90.7,55.6,48.7,84.9,54.9,80.9,89.5
O=C1CSC(c2ccc(Cl)cc2)N1n1cnnc1 (stereo not given),95.4,108.0,97.4,108.7,99.9,107.6,92.3,108.5,102.7
O=[N+]([O-])c1ccc2[nH]c3nccc(NCc4cccc(Cl)c4)c3c2c1,91.9,49.8,-35.0*,43.1,67.3,37.5,67.5,64.6,86.3
CC1(C)CC[C@]2(C(=O)N3CCOCC3)CC[C@]3(C)C(=CC(=O)[C@@H]4[C@@]5(C)CCC(=O)C(C)(C)[C@@H]5CC[C@]43C)[C@@H]2C1,111.3,116.2,108.1,99.5,94.3,101.3,94.2,109.7,113.0
Cc1c(O)c(O)cc2c3c(oc12)CC(c1ccc(N(C)C)cc1)CC3=O (stereo not given),80.5,97.1,100.9,102.1,104.2,99.4,80.2,106.6,100.7
COc1ccccc1NC(=O)c1sc2c(=O)[nH]c(C(F)(F)F)nc2c1C,98.1,116.9,·,104.3,102.0,108.7,92.2,111.3,124.9
CSc1ccc(-c2csc(-c3cc(Cl)cc(Cl)c3Cl)n2)cc1,93.7,100.8,97.3,98.1,101.8,106.2,87.0,108.3,93.9
COc1ccc(N2C(=N)C(=S)N(c3ccc(OC)cc3)C2=O)cc1,80.9,100.6,110.4,93.8,107.5,99.2,80.5,101.8,106.4

The listing continues.
Molecule,SK-OV-3,OVCAR-3,OVCAR-4,U251,SF-295,OVCAR-8,PC-3,DU-145,OVCAR-5
CC[N+](CC)(CC)CCOCc1cccc2ccccc12,102.8,92.4,106.2,93.7,104.1,110.2,85.1,102.7,109.9
O=C(/C(=N\Nc1ccc([N+](=O)[O-])cc1)c1ccccc1)c1ccccc1,102.3,75.1,69.6,77.8,72.0,92.0,79.9,109.1,99.3
O=C1c2cccc3c(N4CCCCC4)ccc(c23)C(=O)N1c1cccc(-c2nn(-c3ccccc3)cc2-c2nc3ccccc3s2)c1,124.4,105.5,106.3,100.0,103.8,106.6,82.0,110.6,107.3
N#CCc1ccc(N=Nc2c(N)nc(N)[nH]c2=O)cc1,97.4,108.1,106.3,99.3,95.2,98.6,91.9,115.0,102.8
CO[C@@H]1[C@@H](OC(N)=O)[C@@H](O)[C@H](Oc2ccc3c(O)c(NC(=O)c4ccc(O)c(CC=C(C)C)c4)c(=O)oc3c2C)OC1(C)C,112.1,116.8,95.2,100.3,99.8,96.7,92.1,115.0,97.0
N=c1c(S(=O)(=O)c2ccccc2)cc2c(=O)n3ccccc3nc2n1CCN1CCOCC1,101.9,109.5,95.6,98.7,98.7,100.5,100.8,100.1,112.3
NC(=O)C1(c2ccccc2)OC(=O)c2ccccc21 (stereo not given),99.7,111.1,103.7,97.6,100.5,96.4,91.1,115.6,104.8
NC(N)=N/N=C/c1cc(Cl)ccc1O,102.4,106.2,102.4,101.5,102.2,100.1,72.0,109.1,108.8
CC(NC(=O)CSCC1NC(=O)C2C(N1)SC1CCCC12)C1CNN(C)C1 (stereo not given),99.0,106.1,101.0,96.8,97.8,99.7,92.6,112.3,108.6
O=C(O)c1cccc(N/C=C/C(=O)c2cc3cc(Br)ccc3oc2=O)c1,98.9,95.8,95.1,96.9,103.9,105.2,93.8,107.7,98.8
Cc1cc(C)n(C(=O)c2sc(=S)n(-c3ccccc3)c2-n2nnc(C#N)c2N)n1,118.3,115.9,102.1,108.3,107.9,105.3,104.3,110.2,108.6
Cc1ccc(C2NC(=S)N3C(c4ccc(C)cc4)NC(=S)N23)cc1 (stereo not given),49.0,-20.0*,116.6,28.3,6.7*,35.7,34.4,18.7,81.6

Later entries:
Molecule,SK-OV-3,OVCAR-3,OVCAR-4,U251,SF-295,OVCAR-8,PC-3,DU-145,OVCAR-5
O=C(CBr)OC1CCCCC1C1CCCCC1 (stereo not given),111.9,103.4,100.8,112.5,112.6,115.3,103.4,104.7,97.3
Cc1ccc(NC(=O)CN2C(=O)/C(=C3\SC(=S)N(CCCCCCCCCCC(=O)O)C3=O)c3ccccc32)c(C)c1,107.6,101.2,117.0,96.9,104.9,93.8,87.1,100.7,98.7
O=C(Cn1cc(-c2ccc3c(c2)ncn3-c2ccccc2)cn1)NCCn1cc(COCCOCCNc2cccc3c2C(=O)N(C2CCC(=O)NC2=O)C3=O)nn1 (stereo not given),·,104.0,103.5,90.4,99.2,100.8,103.8,110.3,102.1
COc1cc2c(c(OC)c1OC)CCC(c1cccc(NC(=O)c3cccc(Cl)c3)c1)O2 (stereo not given),72.9,92.0,81.1,91.1,74.4,95.6,66.6,102.5,92.8
CCCCCCCCC[Si](F)(CCCCCCCC)CCCCCCCC,104.8,107.3,113.6,97.3,112.4,98.5,97.0,100.2,105.1
OC1CCC(c2ccccc2)CC1 (stereo not given),109.9,108.1,111.0,106.8,107.9,107.8,100.9,112.5,99.5
C=CCn1cc(C2C(Cl)C(=O)N2c2ccc(N3CCOCC3=O)cc2)c2ccccc21 (stereo not given),110.7,109.1,108.2,103.0,102.3,106.3,97.8,106.2,103.5
CC1C=C(CO)C(=O)O1 (stereo not given),102.2,101.2,103.1,102.6,103.5,109.6,97.6,110.2,114.2
O=c1[nH]c(CN2CCCCC2)ccc1O,105.5,106.4,98.5,98.8,101.5,103.3,88.2,105.8,96.0
N#Cc1c(-c2ccc(F)cc2)nc(SCc2ccc([N+](=O)[O-])cc2)nc1N1CCNCC1,105.8,111.8,99.0,99.0,95.2,104.3,97.0,106.7,100.3
CCOC(=O)C(C#N)(C(C)CC)C(C)CC (stereo not given),115.6,110.4,110.6,99.8,87.1,101.3,107.4,118.4,104.7
COc1cccc(/C=N/N(C)C)c1O,102.3,111.7,116.9,89.1,102.5,97.9,90.0,118.5,111.8

Following part:
Molecule,SK-OV-3,OVCAR-3,OVCAR-4,U251,SF-295,OVCAR-8,PC-3,DU-145,OVCAR-5
CC(=O)OC1CCC(OC(C)=O)CC1 (stereo not given),112.4,118.1,110.5,121.8,114.1,117.6,·,113.7,107.9
COc1ccc(-c2nc(-c3nc4ccc(Cl)cc4[nH]3)c3ccccn23)cc1,-47.8*,8.1*,-77.0*,7.5*,6.7*,-27.1*,55.9,25.6,82.5
O=c1onc(-c2cc3ccccc3nc2Cl)n1-c1ccc(Cl)cc1,85.9,104.5,94.2,88.7,77.9,94.8,82.4,95.7,119.9
CCCCNC(=S)NNc1ccc([N+](=O)[O-])cn1,104.0,·,116.1,102.0,108.7,105.2,90.5,·,103.2
Cc1ccc(Cc2cnc(NC(=O)CN3C(=O)S/C(=C\c4cc(Cl)ccc4Cl)C3=O)s2)cc1,101.0,107.6,106.9,100.9,102.5,96.5,103.5,105.3,102.8
CC1=NN(c2ccc(S(=O)(=O)O)cc2)C(=O)C1N=Nc1ccc(-c2ccc(N=Nc3ccc(OS(=O)(=O)c4ccc(C)cc4)cc3)c(S(=O)(=O)O)c2)cc1 (stereo not given),95.4,110.5,93.8,96.2,77.5,102.3,86.3,106.8,76.6
CC(C)(C)C1=NN(c2ccccc2)C(=O)C1,98.5,114.5,·,100.2,·,101.3,84.0,116.2,112.1
CC(=O)C1(O)CCC2C3CCC4CC(=O)CCC4(C)C3C(=O)CC21C (stereo not given),105.0,112.6,97.4,101.4,108.7,101.5,99.8,113.4,106.9
[O-][n+]1onc(-c2ccccc2)c1COc1ccc(Nc2ncnc3c2cnn3-c2ccccc2)cc1,115.3,130.1,110.2,94.3,98.4,102.2,98.1,107.3,105.0
N[C@H]1CC[C@@H](C(=O)O)C1,105.7,107.2,115.5,102.0,101.0,102.2,93.1,108.5,·
CCCCn1cnc2c(SCc3cccc(F)c3)nc(N)nc21,111.7,97.4,96.0,100.2,95.8,110.4,·,98.0,87.8
Cn1cccc1-c1cc(-c2ccccc2Br)c(C#N)c(=O)[nH]1,·,112.0,107.0,101.3,98.3,104.7,85.5,118.1,103.9

The list continues.
Molecule,SK-OV-3,OVCAR-3,OVCAR-4,U251,SF-295,OVCAR-8,PC-3,DU-145,OVCAR-5
CSc1cc(C)c(O)c(C)c1,95.7,106.8,102.2,99.2,99.0,105.7,97.4,116.9,115.4
Clc1ccc(-c2nnc(COc3ccccc3Cl)o2)cc1,95.7,81.6,39.8,60.3,89.8,76.6,89.1,95.6,83.1
C[C@@H]1C(=O)[C@@H]2C[C@@H](O)[C@@H](O)C[C@]2(C)[C@H]2CC[C@@]3(C)C(=C12)CC[C@@H]3[C@@](C)(O)[C@H](O)CCC(C)(C)O,102.7,102.5,113.7,96.6,107.6,94.7,96.4,99.2,112.3
O=C(O)C1CC(c2ccccc2)=NN1/C=c1\sc2ncnn2c1=O (stereo not given),106.9,114.8,108.7,100.6,98.7,108.6,103.6,110.5,121.9
COc1ccc(C2N(c3ccc([N+](=O)[O-])cc3)N=C(C(C)=O)N2[C@H]2[C@H](OC(C)=O)O[C@H](COC(C)=O)[C@@H](OC(C)=O)[C@@H]2OC(C)=O)cc1 (stereo not given in full),112.1,88.8,77.0,93.8,76.2,82.5,49.1,93.7,93.2
Nc1c(C(=O)Nc2cccc3cnccc23)sc2nc3c(cc12)CN(Cc1ccccc1)CC3,110.8,108.3,104.9,107.8,106.3,105.6,91.3,109.0,104.8
CO[C@@]1(NC(=O)C2SC(=C(C(N)=O)C(=O)O)S2)C(=O)N2C(C(=O)O)=C(CSc3nnnn3C)CSC21 (stereo not given in full),114.8,116.1,108.7,102.5,103.6,103.2,90.8,113.9,109.0
CN1CCN(c2nc(Nc3ccc(O)cc3)nc3ccccc23)CC1,57.2,59.5,82.9,33.9,·,30.1,60.0,63.0,82.5
CCOC(=O)CCC(=O)Oc1ccc2c(c1OC(=O)CCC(=O)OCC)C(=O)c1ccccc1C2=O,102.1,95.3,91.4,101.6,280.8,110.2,89.4,108.5,89.9
NC(N)=N/N=C(/c1ccccc1)c1ccc(N)cc1,99.3,111.5,132.3,97.5,·,107.8,127.3,116.5,103.3
COc1ccc(NC(=O)c2cccc(C3CCc4c(cc(OC)c(OC)c4OC)O3)c2)cc1 (stereo not given),26.8,6.2*,53.1,23.4,23.9,35.1,6.0*,63.2,64.8
O=C(Cn1c(=O)sc2nc3ccccc3nc21)Nc1ncc(Cc2ccc(Cl)cc2)s1,98.4,104.2,102.1,93.7,102.6,97.2,88.9,110.0,102.4

Other records
Molecule,SK-OV-3,OVCAR-3,OVCAR-4,U251,SF-295,OVCAR-8,PC-3,DU-145,OVCAR-5
O=C(O)c1ccc(-c2nn(-c3ccc(C(F)(F)F)cc3)cc2CNc2ccc(Cl)c(C(=O)O)c2)cc1,113.1,117.5,111.0,99.9,102.8,101.7,106.3,112.1,105.9
O=C1C(c2nnc(-c3ccccc3)n2-c2ccc(Cl)cc2)=C(O)c2ccccc21,100.6,112.4,114.2,102.5,101.3,95.0,101.8,110.4,112.5
COc1ccc(C/C(C)=C(/c2ccc(OCCN3CCCCCC3)cc2)c2ccc(OC(=O)NCc3ccccc3)cc2)cc1,95.3,75.1,76.0,71.8,98.2,92.4,71.8,95.6,91.5
CCCCCCCCCCOC(=O)c1cccnc1,105.7,103.4,107.6,92.7,100.6,102.1,76.9,106.9,93.6
N#CC1(C#N)C(c2cc(=O)[nH]c(=O)[nH]2)OC23CCCCC2C1(C#N)C(=N)O3 (stereo not given),113.2,98.6,111.1,108.3,97.2,112.9,98.8,94.3,104.2
N#Cc1nn(-c2cc(=O)[nH]c3ccc(Cl)cc23)c(N)c1C#N,74.6,107.8,91.5,103.4,97.6,95.8,-87.3*,118.1,105.2

Ordered by heavy-atom count (smallest number first): five of the compounds above.
Molecule,SK-OV-3,OVCAR-3,OVCAR-4,U251,SF-295,OVCAR-8,PC-3,DU-145,OVCAR-5
N[C@H]1CC[C@@H](C(=O)O)C1,105.7,107.2,115.5,102.0,101.0,102.2,93.1,108.5,·
CCCCNC(=S)NNc1ccc([N+](=O)[O-])cn1,104.0,·,116.1,102.0,108.7,105.2,90.5,·,103.2
NC(N)=N/N=C(/c1ccccc1)c1ccc(N)cc1,99.3,111.5,132.3,97.5,·,107.8,127.3,116.5,103.3
O=c1onc(-c2cc3ccccc3nc2Cl)n1-c1ccc(Cl)cc1,85.9,104.5,94.2,88.7,77.9,94.8,82.4,95.7,119.9
O=[N+]([O-])c1ccc2[nH]c3nccc(NCc4cccc(Cl)c4)c3c2c1,91.9,49.8,-35.0*,43.1,67.3,37.5,67.5,64.6,86.3

Looked up above.
Under SF-295, Nc1c(C(=O)Nc2cccc3cnccc23)sc2nc3c(cc12)CN(Cc1ccccc1)CC3 has 106.3
Under OVCAR-5, OC1CCC(c2ccccc2)CC1 (stereo not given) has 99.5
Under SF-295, N#CCc1ccc(N=Nc2c(N)nc(N)[nH]c2=O)cc1 has 95.2
Under OVCAR-8, COc1ccc(-c2cc(-c3cccnc3)nc3sc4c(N)c(C(C)=O)c(-c5ccccc5)nc4c23)cc1OC has 84.9
Under U251, COc1cc2c(c(OC)c1OC)CCC(c1cccc(NC(=O)c3cccc(Cl)c3)c1)O2 (stereo not given) has 91.1
